Assay outcomes as filed in PubChem BioAssay.
Gli-Sufu block – Gli-Sufu pathway antagonism | AID 588413 | Sufu-KO-LIGHT fibroblasts, Gli luciferase reporter luminescence | inhibition, % at 5 µM | hit rate 0.74% among 340,000;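 active means inhibition above about 55%, limit read from the data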;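 further: 0% = DMSO-treated cells and 100% = wells with medium but no cells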
Apaf1 inhib – blocks human Apaf-1 apoptosome activity | O14727 | reconstituted apoptosome caspase-3 activity, DEVD-Rh110 fluorescence | inhibition, % at 20 µM | hit rate 0.71% among 330,000 | AID 489030; active means inhibition of at least 40% at 20 µM;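 further: plate controls were DMSO wells for no effect and DEVD-CHO caspase inhibitor wells for full effect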
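System: reconstituted apoptosome with Apaf-1, cytochrome c, caspase-9, procaspase-3, dATP; Signal: Rh110 fluorescence intensity; Schedule: 30 min compound preincubation, 50 min activation, room temperature; Reagent: cytochrome c trigger plus (Z-DEVD)2-Rh110 caspase-3 substrate.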
EBI2 antag – EBI2 (human) antagonism | AID 651636 | hit rate 0.81% among 360,000 | inhibition, % at 5 µM | EBI2 beta-arrestin recruitment, luminescence, 7a,25-OHC stimulated; in the data active means inhibition above about 38%;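 further: enzyme fragment complementation signal reports receptor beta-arrestin coupling in cells; 0% = agonist plus DMSO wells and 100% = wells without agonist; some results beyond the cut were filed as inactive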
Target sequence (P32249 whole entry, looked up, the tested form may be a part): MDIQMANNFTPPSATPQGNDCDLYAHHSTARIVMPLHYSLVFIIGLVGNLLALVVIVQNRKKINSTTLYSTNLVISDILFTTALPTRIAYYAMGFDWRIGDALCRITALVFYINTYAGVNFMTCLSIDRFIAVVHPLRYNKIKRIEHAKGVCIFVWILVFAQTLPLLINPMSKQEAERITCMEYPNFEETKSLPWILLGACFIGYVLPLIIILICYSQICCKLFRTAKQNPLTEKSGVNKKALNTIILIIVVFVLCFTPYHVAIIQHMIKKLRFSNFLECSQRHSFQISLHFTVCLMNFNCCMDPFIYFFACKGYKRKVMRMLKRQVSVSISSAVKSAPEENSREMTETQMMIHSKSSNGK
SENP8 block – SENP8 protease inhibition | inhibition, % at 10 µM | purified SENP8, Z-RLRGG-aminoluciferin cleavage, luminescence | Q96LD8 | hit rate 1.2% among 330,000
Target sequence (Q96LD8 whole entry, looked up): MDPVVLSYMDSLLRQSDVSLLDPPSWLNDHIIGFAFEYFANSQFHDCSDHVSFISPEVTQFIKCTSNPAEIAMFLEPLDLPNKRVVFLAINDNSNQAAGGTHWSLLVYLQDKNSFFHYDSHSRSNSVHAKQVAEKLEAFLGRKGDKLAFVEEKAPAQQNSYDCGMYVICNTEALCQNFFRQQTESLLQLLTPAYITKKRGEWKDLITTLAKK
697 NFkB inh – lowers PMA/ionomycin-induced NF-kB signal in 697 B cells | 697 B-cell NF-kB luciferase reporter, 16 h | inhibition, % at 4 µM | hit rate 0.33% among 330,000 | AID 435022; in the data active means inhibition above about 35%
CCR6 antag – antagonists of human CCR6 receptor. P51684. CHO-K1 CCR6 PathHunter beta-arrestin, luminescence, CCL20-stimulated. inhibition, % at 20 µM. hit rate 0.49% among 340,000. AID 493098;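 active means compounds whose inhibition of the agonist-driven luminescence signal at 20 µM reaches about 50%, limit read from the data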;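 further: cells stimulated with CCL20 at 14 nM final; plate controls were DMSO with CCL20 for no effect and DMSO without agonist for full effect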
Jurkat NFkB inh – lowers PMA/ionomycin-induced NF-kB signal in Jurkat cells; inhibition, % at 4 µM; hit rate 0.53% among 330,000; PMA/ionomycin-induced NF-kB luciferase reporter, luminescence
UBC13 inh – inhibitors of human UBC13 polyubiquitin chain formation | hit rate 0.47% among 330,000 | TR-FRET | AID 485273 | inhibition, % at 20 µM | P61088; in the data active means inhibition above about 45%, passing the limit was not always enough
Target sequence (P61088 whole entry, looked up): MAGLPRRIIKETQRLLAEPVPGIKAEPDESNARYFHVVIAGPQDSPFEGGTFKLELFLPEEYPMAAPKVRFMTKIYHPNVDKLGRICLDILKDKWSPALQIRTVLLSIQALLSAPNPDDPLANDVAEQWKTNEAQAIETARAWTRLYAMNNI
Active calls of the source: *; · = no result given. Unless noted, no stated cut-off is given here; in the data, active means inhibition above about 50%; inactive means the rest.

Structure	SENP8 block	CCR6 antag	Jurkat NFkB inh	Apaf1 inhib	EBI2 antag	Gli-Sufu block	697 NFkB inh	UBC13 inh
N#CC1=C(SCC(N)=O)NC(=O)CC1c1ccccc1Cl (stereo not given)	4	4	-3	1	7	-8	-8	-12
Cn1cc(P(=S)(N2CCOCC2)N2CCOCC2)cc1P(=S)(N1CCOCC1)N1CCOCC1	7	15	2	-2	8	1	-8	-1
O=C(Nc1cccc(C(F)(F)F)c1)/C(=C/c1ccco1)NC(=O)c1cccs1	2	-2	-2	0	-5	33	-2	-10
O=C(CSC1=Nc2ccccc2C2CC=NN12)Nc1ccc(F)cc1Cl (stereo not given)	1	38	-5	5	7	44	5	16
CC[C@@H](C)[C@@H](C(=O)N1CCN(C(=O)OC(C)(C)C)CC1)n1cc(CCCCNC(=O)OC(C)(C)C)nn1	2	-3	7	2	-10	17	13	2
Cc1c(NC2=NC3(CCCCC3)Cc3ccccc32)c(=O)n(-c2ccccc2)n1C	-4	17	3	-1	-15	-29	-1	-5
Cc1ccc(C)c(N2CCN(S(=O)(=O)c3cc4c(cc3Cl)NC(=O)CO4)CC2)c1	-7	2	-2	18	14	3	-5	-2
COc1cccc(/C=N/n2c(-c3ccco3)nc3ccccc3c2=O)c1OC	-6	-8	-16	20	-25	-5	18	-2
O=C(CCSc1ccccc1)NCCSCc1ccco1	-13	12	-14	9	-19	2	-19	-8
O=C(Nc1cccc(Cl)c1)C1CCCN(c2cnccn2)C1 (stereo not given)	-8	15	11	10	7	2	-1	-6
COC(=O)c1ccc2c(=O)[nH]c(CCl)nc2c1	1	7	-6	-2	0	-17	10	5
CCN(CC)S(=O)(=O)c1ccc(-n2c(=O)c(C(C)C)c(C)n2C)cc1	-1	7	11	11	-2	5	2	-4

Later entries:
Structure	SENP8 block	CCR6 antag	Jurkat NFkB inh	Apaf1 inhib	EBI2 antag	Gli-Sufu block	697 NFkB inh	UBC13 inh
COc1cc(SC)ccc1C(=O)N1CCN(c2ccc(O)cc2)CC1	3	-5	10	-2	5	29	-15	2
COc1cccc(CNC(=O)C2CCN(S(=O)(=O)c3ccc4c(c3)NC(=O)CO4)CC2)c1	-2	12	4	10	-8	-8	-12	-16
CC(C)NC(=O)/C(=C\c1cccc([N+](=O)[O-])c1)NC(=O)c1ccccc1	8	-2	5	-8	-4	14	13	-2
O=C(NNC(=O)c1csc(-c2cccnc2)n1)Nc1ccc(Cl)cc1	-6	5	11	7	-1	-3	-15	-4
CCOc1ccc(C2N(c3ccc(F)cc3)C(=O)C3CCCN32)cc1 (stereo not given)	5	1	0	-9	-8	-3	12	5
O=C(O)Cn1nc(-c2ccc(Cl)cc2)ccc1=O	3	3	1	2	0	16	10	6
O=C(NCCCc1ccccc1)c1cccc([N+](=O)[O-])c1	-1	11	3	-3	-1	-6	5	9
Cc1ccc(C(=O)c2nc3c(n2O)CCCC3)cc1	-3	19	-25	-10	0	0	-2	2
CC1(C)c2ccccc2-n2c1cc1oc(=O)cc(O)c1c2=O	-3	-6	-15	14	-4	3	-6	3
CC(C)(C)c1ccc(C(=O)N/C(=C\c2ccco2)C(=O)Nc2ccccc2C(=O)O)cc1	1	13	-7	14	0	34	-12	-17
CC(C)=CCCC(C)CN(C)CCc1ccccn1 (stereo not given)	-3	14	3	-2	6	8	-2	-4
O=c1c(Cc2ccccc2)c(O)nc2n1CCS2	-1	15	-13	2	-4	-8	-10	-6

(continued)
Structure	SENP8 block	CCR6 antag	Jurkat NFkB inh	Apaf1 inhib	EBI2 antag	Gli-Sufu block	697 NFkB inh	UBC13 inh
CCOC(=O)N1CCN(C(=O)CN2C(=O)COc3ccc(S(=O)(=O)N4CCOCC4)cc32)CC1	5	-2	4	8	1	1	-36	-11
CCCN(CC(=O)Nc1ccccc1OC)C(=O)Cc1ccc2c(c1)CCC2	6	16	19	4	0	4	1	17
CCOc1ccc2oc(C(=O)NCC3CCCO3)c(C)c2c1 (stereo not given)	-2	3	-36	7	5	-50	-34	3
Cc1ccc(S(=O)(=O)N(C)C)cc1NC(=O)COC(=O)/C=C/c1ccc2ccccc2n1	-12	3	-2	12	7	-7	9	-9
O=C(CN1C(=O)NC(Cc2c[nH]c3ccccc23)C1=O)NC1CC1 (stereo not given)	-6	3	-1	-18	-6	-3	4	-7
COc1ccccc1CNC(=O)C1CCN(Cc2nc(-c3cccc(Cl)c3)oc2C)CC1	-6	20	6	4	-1	6	6	10
O=C(COC(=O)c1ccccc1Br)NCC1CCCO1 (stereo not given)	-9	11	1	0	1	-2	0	-5
O=C(NCc1ccccc1)c1ccc(Cl)cc1	0	7	3	-23	·	-4	8	3
CCOc1ccc(CCNC(=O)c2cccc(NC3=NC4CS(=O)(=O)CC4S3)c2)cc1OCC (stereo not given)	-7	2	-1	8	-8	-1	3	7
CCOc1ccc(NC(=O)COC(=O)COc2cccc3c2OC(C)(C)C3)cc1	-4	9	4	5	-11	-3	4	-1
Cc1cc(C#Cc2c(-c3ccccc3)n(C)c3ccccc23)ccc1F	1	12	-5	20	-2	-3	-13	-9
O=c1[nH][nH]c(C(F)(F)F)c1C=NCc1ccccc1Cl	2	-7	-2	-3	-3	-8	5	-4

(next part)
Structure	SENP8 block	CCR6 antag	Jurkat NFkB inh	Apaf1 inhib	EBI2 antag	Gli-Sufu block	697 NFkB inh	UBC13 inh
CCC(=O)Nc1ccccc1C(=O)C(=O)Nc1ccccc1	-4	-1	-18	-2	0	-72	-8	-2
CC(=O)c1cc2c(cc1NC(=O)Cn1nc(-c3ccc(C)cc3)ccc1=O)OCO2	3	13	53*	15	1	19	-19	7
O=C(N[C@@H](Cc1ccccc1)C(=O)OCc1ccccc1)c1nc[nH]c1C(=O)NCc1ccccc1	-7	-2	-9	17	-6	-8	-8	-15
COc1cccc(C2=NOC(C(=O)Nc3cccc(C(C)=O)c3)C2)c1OC (stereo not given)	-7	-4	-6	3	0	-3	-3	5
N#CCSc1nc2c(c(C3CC=CCC3)c1C#N)CCC2 (stereo not given)	-8	-19	0	11	8	2	-3	-4
CCOc1ccc(-c2c(C)n([O-])c3c([n+]2=O)CCCC3)cc1	-4	-1	-18	-17	6	-4	-5	-18
COCC(=O)N(C)C1(c2nnnn2CCOC(=O)Nc2ccc(Cl)cc2)CCCC1	3	-8	-2	-20	2	1	12	-1
Cc1nc2ccc3[nH]snc3c2n1	5	0	8	-2	7	-4	1	-6
O=C(O)/C=C\C(=O)Nc1ccccc1C(=O)N1CCN(c2ccc(Cl)cc2)CC1	0	-4	10	1	4	-11	9	-4
CCSc1nsc(NC(=O)Nc2ccccc2F)n1	36	9	-44	-6	-2	-38	-92	11
CCc1ccc(N(C(=O)C(F)(F)F)C(C(=O)NC2CCCCC2)c2ccncc2)cc1 (stereo not given)	-6	-3	-6	0	-2	1	-18	-8
Nc1ccc(N2CCN(c3ccc(Cl)c(Cl)c3)CC2)cc1	-9	-9	33	16	4	30	-3	0

New compounds follow.
Structure	SENP8 block	CCR6 antag	Jurkat NFkB inh	Apaf1 inhib	EBI2 antag	Gli-Sufu block	697 NFkB inh	UBC13 inh
O=C(Oc1cccc(-n2cnnn2)c1)c1ccco1	5	4	-8	-15	-5	-11	0	1
CCCCC(=O)Nc1cc(NC(=O)CCCC)cc(C(=O)O)c1	0	-2	-13	-16	-8	6	13	0
CCC(Oc1ccccc1)C(=O)Nc1ccccc1C(=O)N1CCN(C)CC1 (stereo not given)	-3	6	4	-6	-1	-2	2	11
CS(=O)(=O)N(CC(=O)N1CCN(Cc2ccc3c(c2)OCO3)CC1)Cc1ccc(Cl)cc1	-4	-3	19	-10	10	12	-18	7
Cn1c(=O)c2c(nc(CN3CCN(C(=O)c4ccco4)CC3)n2Cc2ccccc2F)n(C)c1=O	0	13	5	1	1	22	-19	0
COc1ccc(-c2[nH]ncc2CNCCn2cccn2)c(F)c1	5	12	1	-16	2	4	13	-2
Cc1nn(C2CCS(=O)(=O)C2)c(C)c1CN(C)C(=O)c1ccccc1 (stereo not given)	-7	2	4	-4	-11	4	22	6
CC1Oc2ccccc2C=C1/C=N\NC(=O)c1cccnc1 (stereo not given)	-3	4	-10	-10	17	-10	-7	2
Nc1nc(SCC(=O)NC2CCCCCC2)[nH]c(=O)c1-c1ccccc1	-10	6	1	-5	-1	2	-11	-3
Cc1sc2ncnc(N[C@@H](Cc3c[nH]c4ccccc34)C(=O)O)c2c1C	0	0	-8	3	-2	6	27	-3
COc1ccc(S(=O)(=O)NCC2CCCO2)cc1Cl (stereo not given)	-1	1	5	-10	4	-8	-8	3
NC(=O)C1CCN(CC(O)CSc2ccc(F)cc2)CC1 (stereo not given)	-2	-13	2	0	5	8	20	0

Remaining list, next part.
Structure	SENP8 block	CCR6 antag	Jurkat NFkB inh	Apaf1 inhib	EBI2 antag	Gli-Sufu block	697 NFkB inh	UBC13 inh
CCN1C[C@@H]2[C@@H]3C(=O)N(Cc4ccccc4)C(=O)[C@@H]3[C@](C)(C(=O)OC)N2C1=NC1CCCCC1	·	7	·	10	-7	2	2	·
O=C(Nc1nnc(-c2ccccc2)s1)c1ccccc1O	84*	-11	-32	17	-4	-18	-108	-1
C[C@H](CO)N1C[C@H](C)[C@@H](CN(C)C(=O)Nc2ccc(C(F)(F)F)cc2)Oc2c(NS(=O)(=O)c3ccccc3)cccc2C1=O	-6	9	-4	12	-8	-7	-2	0
CCC(C)(C)n1nnnc1C(C(C)C)N(Cc1cccnc1)Cc1ccco1 (stereo not given)	1	18	6	6	10	7	-2	4
COC(=O)C1=C(C)NC2=C(C(=O)CC(C)(C)C2)C1c1cn(Cc2ccc(Br)cc2)nc1-c1ccccc1 (stereo not given)	-2	11	14	18	21	11	-11	5
CNc1ccccc1C(C)(C)c1cn(-c2ccc([N+](=O)[O-])cc2)nn1	-6	13	-12	11	5	-2	-16	2
CCC(C)NC(=O)c1ccccc1NC(=O)c1ccc(CSc2ccc(C)cc2)cc1 (stereo not given)	-2	-13	6	2	-2	9	7	4
CCN(CC)S(=O)(=O)c1ccc(Cl)c(NC(=O)c2ccc(C#N)cc2)c1	-1	21	4	-270	-5	0	7	5
CCOc1ncccc1C(=O)OC(C)C(=O)Nc1ccc(Cl)cn1 (stereo not given)	-9	3	8	8	5	-6	-8	-6
CN(CC(=O)NC1CCCCC1)S(=O)(=O)c1ccc(Cl)cc1	3	4	-6	5	3	4	-2	5
CCc1cc(C(=O)Cc2ccc(F)cc2)c(O)cc1O	-13	13	4	4	7	2	-4	36
CCOC(=O)C1(CC2CCCCO2)CCN(Cc2nccn2-c2ccc(OC)cc2)CC1 (stereo not given)	5	3	-6	-4	7	24	1	4

(list continues)
Structure	SENP8 block	CCR6 antag	Jurkat NFkB inh	Apaf1 inhib	EBI2 antag	Gli-Sufu block	697 NFkB inh	UBC13 inh
CCN(CC)S(=O)(=O)c1cc(OC)c(Cl)cc1OC	3	0	5	-2	19	-2	6	4
COc1cccc(Nc2nnc(SCC(=O)N3CCOCC3)s2)c1	-10	6	-18	-5	0	-7	-29	-3
CCC1c2ccc(C)n2CCN1C(=O)Nc1cc(Cl)ccc1OC (stereo not given)	-5	24	24	8	7	-21	19	12
COc1ccc(OCC(=O)Nc2ccccc2-c2ccccc2)cc1	3	3	31	12	-3	-10	-30	-4
Cc1c(C(=O)O)sc2nc(C)n(C)c(=O)c12	1	-6	-12	-12	-4	96*	-5	-5
CCCC(=O)Nc1c(C)n[nH]c1C	-5	1	10	-1	-6	4	14	3
O=C(COc1ccccc1[N+](=O)[O-])Nc1cccc(S(=O)(=O)N2CCCC2)c1	-4	3	4	14	6	1	-9	-7
O=c1c2c([nH]c3ccccc13)CCCCCC2	3	16	-5	8	-2	1	-19	-9
CC(C)(CO)NC(=O)c1ccc2c(c1)C(=O)c1ccccc1-2	-3	-1	-66	7	0	-24	-53	-9

These rows are one share of the data; rates above refer to the full screens.
